Source: PubChem BioAssay
TRHR agonist – TRH receptor (human) agonism; P34981; TRHR cells, calcium flux fluo-8, FDSS agonist mode; activation, % at 2 µM; 0.18% of 360,000 active; AID 493084; in the data active = activation above about 30%; note: 0% is about no effect
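TRHR-expressing cells loaded with fluo-8 calcium dye; 23 nL library compound pin-transferred, kinetic FDSS fluorescence (Ex 480/Em 530) recorded about 180 s for agonist-induced calcium release, before a 10 nM TRH EC20 addition for potentiator mode.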
BLM inh – blocks DNA unwinding by human BLM helicase. Potency, µM (titrated, usually from 56.1 µM), inactives show at the highest dose activity change, negative = inhibition, usual class: inhibitors. 0.2% of 350,000 active. recombinant BLM DNA unwinding, fluorescence dequenching;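 note: potency is the fitted concentration of half-maximal effect; plate controls were vehicle for no effect and no enzyme for full effect; nearly all actives have a fitted effect of over 35% in size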
Pol kappa inh – blocks human DNA polymerase kappa activity; Q9UBT6; purified Pol kappa, fluorescent DNA synthesis assay, 10 min; Potency, µM (highest dose often 107 µM), for inactives: top-dose activity, negative = inhibition, hits mostly inhibitors; 0.53% of 400,000 active; AID 588579; note: potency is the fitted concentration of half-maximal effect; % is set by controls: 0 for no effect and ±100 for the full control effect
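Fluorescent qHTS in 1536-well format: enzyme (10 nM) and compound sat 15 min at room temperature before 50 nM substrate (final) was added. Signal taken at 0 and 10 min; no-enzyme buffer wells were negative controls.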
APEX1 inh – blocks human APE1 abasic DNA cleavage; Potency, µM (doses to about 65.8 µM), without a hit: top-dose activity change, negative = inhibition, usual class: inhibitors; AID 2517; recombinant APE1, TAMRA/BHQ-2 abasic DNA cleavage fluorescence; 0.35% of 350,000 active; P27695;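 note: potency is the fitted concentration of half-maximal effect; plate controls were vehicle for no effect and reference inhibitor for full effect; nearly all actives have a fitted effect of over 55% in size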
Target sequence (P27695 whole entry, looked up): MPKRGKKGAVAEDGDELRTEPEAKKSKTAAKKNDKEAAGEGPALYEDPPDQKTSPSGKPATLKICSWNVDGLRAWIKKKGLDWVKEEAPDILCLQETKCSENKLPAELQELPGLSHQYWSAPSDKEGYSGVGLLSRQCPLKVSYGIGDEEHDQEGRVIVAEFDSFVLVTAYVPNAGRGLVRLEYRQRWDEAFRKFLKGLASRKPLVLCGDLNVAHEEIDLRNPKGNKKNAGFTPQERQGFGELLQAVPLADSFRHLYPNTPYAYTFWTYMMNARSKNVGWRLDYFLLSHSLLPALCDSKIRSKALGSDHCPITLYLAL
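Enzyme (0.75 nM final) and test compound are incubated 15 min at room temperature before adding 50 nM quenched THF abasic-site duplex. Cleavage dequenches TAMRA, followed at 525/598 nm over three reads one minute apart.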
Pol iota inh – DNA polymerase iota (human) inhibition | Pol iota fluorescent replication assay, 10 min | Potency, µM (series often up to 115 µM), without a hit: top-dose activity, negative = inhibition, hits mostly inhibitors | 1% of 390,000 active | AID 588590; note: potency is the fitted concentration of half-maximal effect
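Fluorescent replication assay read twice, at 0 min and 10 min after adding 50 nM (final) substrate. Enzyme (10 nM) and compounds were first incubated 15 min at room temperature; enzyme-free buffer wells were negative controls.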
ERG Ets-DNA blk – inhibitors of human ERG Ets domain-DNA interaction. 0.028% of 370,000 active. Potency, µM (doses to about 76.9 µM), inactives show at the top dose FP activity, negative = inhibition, usual class: inhibitors. fluorescence polarization, His-ERG Ets domain / labelled DNA. P11308; active = well fitted inhibition curve with a large enough effect in the polarisation, with a control signal flat; inconclusive = small, poorly fitted or top-dose-only effect, or effect the other way, or a change in a side signal; inactive = no such curve, though single readings can be large or run the other way; the % refers to the polarisation;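 note: polarization taken with two DNA probes labelled with fluorescein and Texas red; potency is the fitted concentration of half-maximal effect; % of control where 0% means no effect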
Target sequence (P11308 whole entry, looked up, the tested form may be a part): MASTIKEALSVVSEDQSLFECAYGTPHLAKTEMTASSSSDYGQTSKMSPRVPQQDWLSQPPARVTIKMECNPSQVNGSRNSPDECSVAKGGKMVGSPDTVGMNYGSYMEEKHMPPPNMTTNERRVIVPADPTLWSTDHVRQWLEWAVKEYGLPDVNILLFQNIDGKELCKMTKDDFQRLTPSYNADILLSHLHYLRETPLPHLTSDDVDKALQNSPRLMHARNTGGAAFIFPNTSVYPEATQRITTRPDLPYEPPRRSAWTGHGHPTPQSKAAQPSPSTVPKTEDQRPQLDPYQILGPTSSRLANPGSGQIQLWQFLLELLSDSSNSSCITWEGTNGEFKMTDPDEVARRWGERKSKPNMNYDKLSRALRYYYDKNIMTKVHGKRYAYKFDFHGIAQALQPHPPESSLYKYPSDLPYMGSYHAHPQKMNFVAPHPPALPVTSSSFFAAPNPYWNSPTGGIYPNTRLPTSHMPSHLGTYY
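His-tagged ERG Ets domain (1 uM in the protein solution; 300mM KCl, 50mM Tris-HCl, 1mM EDTA, 1mM DTT, pH 7.5) received compound, then a probe mix of 5 nM fluorescein-DNA and 100nM Texas-615-DNA. Fluorescence polarization was read for both dyes.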
Anesthetic bind – binds horse apoferritin like a general anesthetic; apoferritin/1-aminoanthracene competitive binding, fluorescence; Potency, µM (titrated, usually from 77.5 µM), without a hit: at the top dose activity change, negative = displacement, usual class: inhibitors; 0.074% of 350,000 active; AID 485281; note: potency is the fitted concentration of half-maximal effect; % is set by controls: 0 for no effect and ±100 for the full control effect; nearly all actives have a fitted effect of over 20% in size
Target sequence (P02791 2-175 limits assumed): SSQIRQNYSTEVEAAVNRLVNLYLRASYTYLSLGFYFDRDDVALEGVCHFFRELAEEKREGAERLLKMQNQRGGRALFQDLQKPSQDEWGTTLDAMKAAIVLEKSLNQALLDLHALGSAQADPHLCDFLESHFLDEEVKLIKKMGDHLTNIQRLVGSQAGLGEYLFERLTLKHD
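10 uM apoferritin + 50% sat. 1-AMA, PBS; cpd 10 min RT; Ex380/Em535 endpoint; normalized to free probe vs complex; 4-param Hill fit; propofol titration as pos. ctrl.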
12-LOX inh – ALOX12 (human) lipoxygenase inhibition | P18054 | purified 12hLO, xylenol orange hydroperoxide absorbance | Potency, µM (series often up to 108 µM), inactives show top-dose activity change, negative = inhibition, most hits filed as inhibitors | 1.1% of 580,000 active; note: potency is the fitted concentration of half-maximal effect; % is set by controls: 0 for no effect and ±100 for the full control effect
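Hydroperoxide product was detected by ferrous iron/xylenol orange as the 573 to 405 nm absorbance ratio. Arachidonic acid at 40 uM (final) was turned over for 30 min at room temperature by 150 nM human 12hLO, pH 7.0 Hepes buffer, after 15 min compound preincubation.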
POLB inh – blocks human DNA polymerase beta activity; P06746; Pol beta primer extension/strand displacement, fluorescence kinetic; Potency, µM (titrated, usually from 114 µM), for the others: at the top dose activity change, negative = inhibition, usual class: inhibitors; 1.3% of 340,000 active; note: potency is the fitted concentration of half-maximal effect; % is set by controls: 0 for no effect and ±100 for the full control effect
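Curves were derived by four-parameter Hill fits of normalized qHTS data. The kinetic fluorescent primer-extension read was taken at 0 and 10 min after 50 nM substrate, following a 15 min room-temperature preincubation of 10 nM enzyme with compounds.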
The depositor's hits bear a star; i = inactive; ? = inconclusive; . = no result given; & = joins results of further samples; [ ] = another dose, or the depositor's remark. Unless noted, calls come from the whole dose curve; as a rule, active = well fitted curve in the direction sought with a large enough effect; inconclusive = small, poorly fitted or top-dose-only effect, or another doubt; inactive = no such curve, though single readings can be large; an effect the other way counts as inactive or inconclusive.

(1) CCOC(=O)c1ccc(NC(=O)C(CC)Sc2nc3ncccc3[nH]2)cc1 (centres undefined)
(2) COc1ccc(C)cc1NC(=O)c1nnn(-c2c(C)cccc2C)c1C
(3) CCNC(=O)N1CCCC(C(=O)c2ccc(C(F)(F)F)cc2)C1 (centres undefined)
(4) CCOC(=O)CC(NC(=O)CCc1c(C)nc2cc(-c3ccccc3)nn2c1C)c1ccc(C)cc1 (centres undefined)
(5) C/C=C(\C)CN1CCC(Oc2ccc(C(=O)NCc3ccccn3)cc2)CC1
(6) Cc1ccc(C)n1-n1c(C)nc2sc3c(c2c1=O)CCCCC3

assay / compound,1,2,3,4,5,6
TRHR agonist,0.5,-0.3,0.1,1.1,0.6,-1.5
BLM inh,-8%,-3%,1%,-4%,-1%,-4%
Pol kappa inh,-2%,-14%,17%,-12%,4%,-21%
APEX1 inh,.,.,33%,.,-12%,24%
Pol iota inh,25%,7%,-1%,74%[activator],4%,2%
ERG Ets-DNA blk,4%,7%,-2%,2%,6%,-2%
Anesthetic bind,-5%,-5%,-2%,110%[activator],-5%,10%
12-LOX inh,-15%,-23%,4%,?,i,373%[activator]
POLB inh,-1%,-18%,-12%,22%,12%,?

(7) Cc1ccc(N(C(=O)CNC(=O)c2ccco2)C(C(=O)NC2CCCCC2)c2cccnc2)c(C)c1 (centres undefined)
(8) O=C(CN1C(=O)S/C(=C/c2ccncc2)C1=O)Nc1ccccc1
(9) CN1CCN(C2=Nc3ccccc3Sc3ccc(Cl)cc32)CC1
(10) COCCCNC(=O)c1oc2ccc(S(=O)(=O)N3CCOCC3)cc2c1C
(11) COc1cc2c(cc1OC)C(COc1ccc(F)cc1)N(C(C)=O)CC2 (centres undefined)
(12) COc1ccc(-c2[nH]ncc2CN2CCN(C3CCCCC3)C(=O)C2)cc1F

assay / compound,7,8,9,10,11,12
TRHR agonist,-0.4,1.2,.,-0.9,0.4,-0.2
BLM inh,-1%,0%,2%,2%,1%,-3%
Pol kappa inh,-10%,-1%,-5%[60.1 µM],1%,14%,-5%
APEX1 inh,28%[12.4 µM],-8%,19%,-2%[12.4 µM],-8%,1%
Pol iota inh,-14%,5%,.,143%[activator],-3%,35%[activator]
ERG Ets-DNA blk,-5%,-19%,.,5%,6%,8%
Anesthetic bind,-9%,-12%,-6%,5%,-1%,-11%
12-LOX inh,3%,0%,-3%,-13%,0%,18%
POLB inh,10%,-1%,.,40%,59%,13%

(13) COc1ccc2c(c1)-c1nc(/N=C/c3ccccc3O)sc1CC2
(14) CC(=O)Nc1ccccc1NC(=O)c1ccccc1-c1ccccc1
(15) COC(=O)C1=C(NC(=O)C2CCCCC2)CCS1
(16) O=C(CNC(=O)c1ccccc1)NC1(C(=O)NC2CCCC2)CCCCC1
(17) Cc1onc(-c2ccccc2)c1C(=O)Nc1cc(C(F)(F)F)ccc1N1CCOCC1
(18) O=C(OCc1ccccc1)c1cc(S(=O)(=O)N2CCCCC2)ccc1N1CCOCC1

assay / compound,13,14,15,16,17,18
TRHR agonist,0.3,-0.4,-0.4,-0.4,-0.9,0.2
BLM inh,1%,2%,-5%,1%,-10%,.
Pol kappa inh,-12%,-16%,-7%,-6%,-11%,-14%
APEX1 inh,-14%,-1%,4%,6%,2%,-5%
Pol iota inh,12%,104%[activator],12%,10%,25%,10%
ERG Ets-DNA blk,-11%,9%,18%,2%,10%,-2%
Anesthetic bind,-5%,-11%,-15%,-4%,-13%,.
12-LOX inh,?,13%,18%,0%,0%,12%
POLB inh,0%,35%,4%,-9%,?,.

(19) CC1=C(C(N)=O)C(c2ccccc2)n2nc(-c3ccncc3)nc2N1 (centres undefined)
(20) CCN(CC)c1ccc(/C=N/N2C(=O)c3ccccc3C2=O)c(O)c1
(21) COc1ccc2[nH]cc(CC(N)C(=O)O)c2c1 (centres undefined)
(22) CCn1c(SCC(=O)N/N=C/c2ccc(C)o2)nnc1-c1ccc(C)cc1
(23) CCOC(=O)/C(C#N)=C1/SC(CC)C(=O)N1c1ccc(Br)cc1 (centres undefined)
(24) CC1CCN(C(c2nnnn2CCc2ccccc2)C(C)C)CC1 (centres undefined)

assay / compound,19,20,21,22,23,24
TRHR agonist,0.3,2.7,.,0.1,0.0,-1.8
BLM inh,-3%,-1%,1%,4%,-11%,-9%
Pol kappa inh,2%,?,4%&-9%[19.4 µM],0%,-30%,-9%
APEX1 inh,13%,?,-12%&-9%,12%,17%,-1%
Pol iota inh,-14%,-10%,.,3%,-6%,?
ERG Ets-DNA blk,5%,-5%,.,8%,-10%,-11%
Anesthetic bind,-5%,2%,8%,7%,-18%,-2%
12-LOX inh,0%,-9%,150%[activator],11%,?,-16%
POLB inh,17%,33%,.,34%,16%,-2%

(25) O=C1C(Cl)=C(N2CCOCC2)C(=O)N1c1ccccc1Cl
(26) CCOc1ccc(Br)cc1S(=O)(=O)Nc1cccc(S(=O)(=O)N(C)c2ccccc2)c1
(27) CCOc1ccccc1NC(=O)CN1C=NS(=O)(=O)c2ccccc21
(28) O=C(NCc1ccncc1)c1ccc2nc(Cc3ccccc3F)oc2c1
(29) CCOC(=O)Cn1nc(/C=C/c2ccc(C(C)C)cc2)ccc1=O
(30) CCCCn1c(=O)[nH]c(=O)c2c1nc(-c1ccc(OC)c(Br)c1)n2CC(C)C

assay / compound,25,26,27,28,29,30
TRHR agonist,0.2,-0.6,-0.1,1.1,0.0,-2.0
BLM inh,-2%,-9%,1%,0%,-11%,-6%
Pol kappa inh,-9%,-14%,-4%[60.1 µM],-7%,-19%,-15%
APEX1 inh,1%,-8%,.,50%[activator],-3%,27%
Pol iota inh,?,21%,2%,8%,-6%,-9%
ERG Ets-DNA blk,-7%,2%,7%,-11%,9%,7%
Anesthetic bind,?,4%,1%,-13%,?,-2%
12-LOX inh,-7%,?,-11%,12%,4%,?
POLB inh,?,-16%,-5%,4%,3%,15%

(31) Cc1ccc(NC(=O)Cn2cc3c(n2)CCCCC3)cc1
(32) O=C(Cn1nnc(-c2ccncc2)n1)N(C1CCCCC1)C1CCCCC1
(33) COc1cc(NC(=O)c2nn(C)c3c2COc2ccccc2-3)cc(OC)c1OC
(34) CC1(C)C(=O)OC(c2ccc([N+](=O)[O-])cc2)C(C)(C)C1=O (centres undefined)
(35) CC(C)C1Cc2c(C#N)c(N)n(C)c(=S)c2CO1 (centres undefined)
(36) COc1ccc(F)cc1S(=O)(=O)NCC(c1ccco1)N1CCc2ccccc2C1 (centres undefined)

assay / compound,31,32,33,34,35,36
TRHR agonist,-1.6,-1.6,0.4,-1.7,0.6,0.3
BLM inh,-3%,-15%,-5%,-4%,-4%,.
Pol kappa inh,-3%,-4%,-1%,14%,0%,-2%
APEX1 inh,.,20%,.,85%[activator],13%,4%
Pol iota inh,?,16%,-16%,51%[activator],12%,19%
ERG Ets-DNA blk,4%,1%,-6%,-8%,-2%,10%
Anesthetic bind,18%,-5%,6%,1%,?,.
12-LOX inh,?,0%,0%,26%,-9%,-5%
POLB inh,13%,18%,-29%,-2%,20%,.

(37) Cc1ccnc(N/C=C(/NC(=O)c2ccccc2)C(=O)N/N=C\c2ccc(F)cc2)n1
(38) O=C(CSc1nnc(C2CC2)n1-c1ccccc1)N1CCNC1=O
(39) Cc1ccccc1OCCC(=O)OCC(=O)NCCc1ccc(S(N)(=O)=O)cc1
(40) S=C(NCc1ccco1)Nc1ccccc1Cl
(41) Cc1noc(C)c1COc1ccccc1C(=O)N1CCN(S(=O)(=O)c2ccccc2F)CC1
(42) COc1ccc(OC)c(Cc2nnc(CCC(=O)NC3C4CC5CC(C4)CC3C5)o2)c1 (centres undefined)
(43) Cn1cnc(C(=O)NCc2ccccc2)c1C(=O)NCc1ccccc1
(44) CCCC(=O)Nc1sc(C)c(-c2ccc(OC)cc2)c1C#N

assay / compound,37,38,39,40,41,42,43,44
TRHR agonist,-0.5,1.2,1.0,19,-1.5,1.5,.,0.6
BLM inh,0%,.,.,1%,.,-3%,.,-1%
Pol kappa inh,-2%,15%,2%,-6%,-3%,1%,0%,1%
APEX1 inh,1%,22%,5%,1%,49%[activator],-6%,-12%,13%
Pol iota inh,-4%,30%,19%,13%,15%,-6%,-4%,21%
ERG Ets-DNA blk,-13%,-4%,7%,-6%,-4%,-3%,-9%,-24%
Anesthetic bind,?,.,.,9%,.,-22%,.,7%
12-LOX inh,10%,0%,134%[activator],-9%,-1%,-12%,-19%,1%
POLB inh,25%,.,.,-1%,.,4%,.,30%

Single records, as listed above.
`O=C(CSc1nnc(C2CC2)n1-c1ccccc1)N1CCNC1=O` as listed: TRHR agonist = 1.2; BLM inh = .; Pol kappa inh = 15%; APEX1 inh = 22%; Pol iota inh = 30%; ERG Ets-DNA blk = -4%; Anesthetic bind = .; 12-LOX inh = 0%; POLB inh = .
`Cc1ccccc1OCCC(=O)OCC(=O)NCCc1ccc(S(N)(=O)=O)cc1` as listed: TRHR agonist = 1.0; BLM inh = .; Pol kappa inh = 2%; APEX1 inh = 5%; Pol iota inh = 19%; ERG Ets-DNA blk = 7%; Anesthetic bind = .; 12-LOX inh = 134%[activator]; POLB inh = .
`Cc1ccnc(N/C=C(/NC(=O)c2ccccc2)C(=O)N/N=C\c2ccc(F)cc2)n1` as listed: TRHR agonist = -0.5; BLM inh = 0%; Pol kappa inh = -2%; APEX1 inh = 1%; Pol iota inh = -4%; ERG Ets-DNA blk = -13%; Anesthetic bind = ?; 12-LOX inh = 10%; POLB inh = 25%

The list is partial; the hit share may differ from the screen's.
